MOR-DOR ag – agonists of OPRM1-OPRD1 heterodimerization, primary screen, cell-based, luminescence; cells; AID 504326, 2011; activation, % at 9.3 µM; Mu-type opioid receptor (Homo sapiens) + Delta-type opioid receptor (Homo sapiens), …; hit rate 0.3% among 340,000; in the data active = activation above about 18%;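 also: 0% = vehicle-treated cells and 100% = reference agonist; values of inactives mirror those of a sister screen read the other way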
PKA-R1A activ – activators of PKA-R1A holoenzyme, primary screen, biochemical, fluorescence polarization, Cy5-IP20, bovine R1A, mouse PKAc; cAMP-dependent protein kinase type I-alpha regulatory subunit (Bos taurus) + …; PKA-R1A dissociation; scaled: DMSO 0%, 113 µM cGMP 100%; activation, % at 11.4 µM; hit rate 0.083% among 340,000; AID 504707, 2011;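 active = percent activation above the mean of all tested compounds plus 3 SD, cut at about 19% in these data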;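 also: higher means more PKAc released from R1A so a rise in polarization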
OPRM1-OPRD1 inv – inverse agonists of MOR-DOR heterodimerization, primary screen, cell-based, luminescence. Mu-type opioid receptor (Homo sapiens) + Delta-type opioid receptor (Homo sapiens), …. cell-based MOR-DOR heterodimer luminescence, inverse agonism. inhibition, % at 9.3 µM. hit rate 0.21% among 340,000; in the data active = inhibition above about 22%, passing the limit was not always enough;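 also: 0% = cells with DMSO and 100% = wells without cells with DMSO; values of inactives mirror those of a sister screen read the other way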
HTR5A ag ctr – HTR5A agonists in luminescence cell assay, primary screen, counter-screen for OPRM1-OPRD1 heterodimer agonist project, full-deck HTS. 5-hydroxytryptamine receptor 5A (Homo sapiens), P47898. cell-based. activation, % at 9.3 µM. hit rate 0.61% among 340,000. AID 504692, 2011; in the data active = activation mostly above about 9.5%, no sharp cut-off; inactive = mostly below about 7.6%;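 also: 0% = cells with vehicle only and 100% = reference agonist; strong numbers were not always called active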
Target sequence (P47898 whole entry, looked up): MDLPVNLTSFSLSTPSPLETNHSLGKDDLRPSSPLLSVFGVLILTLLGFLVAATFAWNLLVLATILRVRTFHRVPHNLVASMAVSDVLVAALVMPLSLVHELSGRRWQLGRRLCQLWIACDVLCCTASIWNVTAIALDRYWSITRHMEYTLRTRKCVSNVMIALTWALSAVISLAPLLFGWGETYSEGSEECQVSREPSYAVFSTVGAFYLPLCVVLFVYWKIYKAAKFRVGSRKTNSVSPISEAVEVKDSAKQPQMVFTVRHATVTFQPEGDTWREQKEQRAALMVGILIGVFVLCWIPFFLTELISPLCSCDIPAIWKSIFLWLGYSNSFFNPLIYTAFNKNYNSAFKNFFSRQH
Pemphigus Ab inh – inhibitors of pemphigus antibody binding to DSG3, primary screen, biochemical, bead-based, flow cytometry, scFv-GFP; Desmoglein-3 (Homo sapiens), P32926; DSG3-coupled beads, scFv-anti-DSG3-GFP binding; stronger effect = lower value; binding (percent of control), % at 10 µM; hit rate 0.48% among 310,000;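 active = binding more than 3 SD below its plate's average and above zero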; also: some compounds called inactive have numbers as strong as hits
PKA-R2B act – activators of PKA-R2B holoenzyme, primary screen, biochemical, fluorescence polarization, Cy5-IP20, human; cAMP-dependent protein kinase catalytic subunit beta (Homo sapiens) + cAMP-dependent …; PKA-R2B holoenzyme dissociation; R2B truncated from residue 108, S112A mutant; 0% DMSO only, 100% 113 µM cGMP; activation, % at 11.4 µM; hit rate 0.079% among 340,000; AID 504700, 2011;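 active = activation above a cutoff set at the mean over all compounds plus 3 SD, cut at about 18% in these data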;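 also: higher means more holoenzyme dissociation and a rise in polarization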
Arrestin-AP2 inh – inhibitors of beta-arrestin/AP2 binding, primary screen, biochemical, GPCR trafficking, flow cytometry; beta-arrestin 1 C-terminal peptide binding to AP2 beta2-adaptin appendage (human); FITC-arrestin peptide / GST-AP2 beads; AP2 beta2 appendage carries R879A mutation; inhibition, % at 10 µM; hit rate 0.31% among 340,000; AID 504490, 2011;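 active = inhibition above a set limit, near 3 SD of compounds lacking own fluorescence, cut at about 54% in these data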;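 also: plate controls were DMSO wells for no effect and 5 µM unlabelled arrestin peptide for full effect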
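System: GST-tagged AP2 beta2-adaptin appendage (R879A) on 4 µm glutathione beads / Reagent: FITC-arrestin peptide, 50 nM / Detection: HyperCyt-sampled flow cytometry, FL1 channel, ex 488/em 535 nm / Timing: 12 min plus 1 h, RT / Buffer or medium: PBS plus Tween 20 (0.05%) and BSA (0.1%)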
V-ATPase pHluor – regulators of yeast V-ATPase proton pumping, primary screen, pHLuorin cytosolic pH fluorescence | response, % at 10 µM | hit rate 0.37% among 350,000 | S. cerevisiae | AID 504577, 2011; in the data active = response mostly above about 7.3%, no sharp cut-off; inactive = mostly below about 5.4%; also: actives read high; inactives centre near 0; some compounds called inactive have numbers as strong as hits; reference of the scale not given here
DAGLB inh – DAGLB lipase inhibitors, primary screen, biochemical, fluorescence, HTS. inhibition, % at 5.17 µM. hit rate 0.059% among 340,000. HEK293T DAGLB membrane lysate, EnzChek fluorogenic substrate; in the data active = inhibition above about 34%;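 also: 0% = enzyme with vehicle and 100% = wells lacking enzyme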
Target sequence (Q8NCG7 whole entry, looked up): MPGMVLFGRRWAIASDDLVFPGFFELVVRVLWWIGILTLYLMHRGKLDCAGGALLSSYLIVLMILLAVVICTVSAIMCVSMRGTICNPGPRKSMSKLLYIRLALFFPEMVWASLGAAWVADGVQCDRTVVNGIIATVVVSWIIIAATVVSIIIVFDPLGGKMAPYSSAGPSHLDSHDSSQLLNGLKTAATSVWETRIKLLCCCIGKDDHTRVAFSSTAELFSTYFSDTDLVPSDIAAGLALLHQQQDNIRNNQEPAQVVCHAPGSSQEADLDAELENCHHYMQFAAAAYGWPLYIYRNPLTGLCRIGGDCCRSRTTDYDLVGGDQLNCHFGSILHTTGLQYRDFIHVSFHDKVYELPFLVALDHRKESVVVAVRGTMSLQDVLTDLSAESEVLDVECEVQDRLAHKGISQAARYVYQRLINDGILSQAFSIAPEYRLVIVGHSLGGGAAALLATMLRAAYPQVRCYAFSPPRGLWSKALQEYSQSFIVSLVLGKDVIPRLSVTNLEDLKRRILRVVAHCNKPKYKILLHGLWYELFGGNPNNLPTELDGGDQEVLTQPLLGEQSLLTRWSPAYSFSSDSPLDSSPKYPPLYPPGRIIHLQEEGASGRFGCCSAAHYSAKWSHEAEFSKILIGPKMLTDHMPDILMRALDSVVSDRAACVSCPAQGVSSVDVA
HTR5A inv ctr – HTR5A inverse agonists in luminescence cell assay, primary screen, counter-screen for OPRM1-OPRD1 heterodimer inverse agonist project, full-deck HTS; HTR5A cell line, inverse agonism; inhibition, % at 9.3 µM; hit rate 0.083% among 340,000; AID 504634, 2011; in the data active = inhibition mostly above about 23%, no sharp cut-off; inactive = mostly below about 18%;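 also: 0% = cells with DMSO and 100% = no-cell wells with DMSO; some compounds called inactive have numbers as strong as hits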
An asterisk follows results filed as active; . = no result given. Not a hit list; overall some 2.4% were active at least once.

SMILES	MOR-DOR ag	PKA-R1A activ	OPRM1-OPRD1 inv	HTR5A ag ctr	Pemphigus Ab inh	PKA-R2B act	Arrestin-AP2 inh	V-ATPase pHluor	DAGLB inh	HTR5A inv ctr
O=C(Nc1ccc(S(=O)(=O)Nc2nccs2)cc1)c1c(F)c(F)c(F)c(F)c1F	1.4	-2	-8	4	110	-1	1	0	5	8
CC1CCCC(C)N1C(=O)COC(=O)CNC(=O)C12CC3CC(CC(C3)C1)C2 (configuration not stated)	-1.1	-6	7	3	101	5	-4	-2	1	-1
O=C(Cc1ccc([N+](=O)[O-])cc1)Nc1ccc2c(c1)C(=O)NC2=O	-3.5	-7	16	1	83	-11	30	4	0	-3
O=C(c1cccc(S(=O)(=O)N2CCOCC2)c1)N(CCO)Cc1ccccc1	-1.8	-8	10	2	98	2	15	-4	-2	-6
COc1ccccc1/C=C/CN1CCN(c2ccccc2)CC1	1.8	-7	-10	3	84	-6	-6	-1	-5	0
CCc1cc2c(SCC(=O)Nc3cc(C)on3)ncnc2s1	-0.7	-12	4	6	105	-8	7	2	0	-18
CCc1nc2sc3c(c2c(=O)n1N)CC(C)(C)OC3	0.8	-5	-6	-2	79	-9	15	2	-1	5
COC1OC2COC(c3ccccc3)OC2C(OC(C)=O)C1OC(C)=O (configuration not stated)	-1.0	-8	5	0	.	-9	2	3	0	2
O=C(Cn1cnc2ccccc21)N1CCc2ccccc21	.	0	.	.	93	3	6	1	-4	.
Cc1cc(C(=O)Nc2ccccc2N2CCOCC2)c2ccccc2n1	-2.2	-12	12	4	81	4	-11	2	-2	-10
CCC(=O)NC1(Cc2ccc(O)cc2)CCCCC1	-3.2	-10	16	-2	81	-7	-22	1	-2	6
CCOC(=O)c1sc(NC(=O)c2ccc(S(=O)(=O)N(C)C)cc2)nc1C	-3.3	8	15	-1	86	10	27	-3	-3	22
CCOc1cc(NC(=O)c2ccccn2)c(OCC)cc1NC(=O)c1ccc(Cl)cc1	-1.2	9	6	1	137	3	3	-2	1	-3
Cc1cc(C)c2cc(C(O)c3nnnn3Cc3ccccc3)c(=O)[nH]c2c1 (configuration not stated)	1.3	18	-6	-4	125	7	16	1	-1	-14
CCOC(=O)C1(CCCc2ccccc2)CCN(C(=O)CCOC)CC1	-0.4	3	2	-1	96	2	28	1	-3	17
O=C(NC1CC1)C1CC(=O)N(c2ccc(F)cc2)C1 (configuration not stated)	0.8	-4	-6	1	124	0	-7	1	0	-5
CC(=O)N/N=C(\C)CC(=O)Nc1cccc2c1CCCC2	-2.2	-1	12	0	106	-6	-7	0	0	-1
O=C1c2cccc3cccc(c23)C(=O)N1CC1CCCO1 (configuration not stated)	-2.6	-3	14	3	102	2	14	0	-2	-8
COCCCNC(=O)C1CCN(c2nc(C)cc(C)n2)CC1	-1.9	-1	10	4	106	0	-7	-1	-3	-7
CCN(CC(=O)Nc1ccccc1OC)C(=O)C1CC2C=CC1C2 (configuration not stated)	-2.6	-10	14	3	74	-3	3	2	1	9
COc1ccc(Br)c(C(=O)NCC2CCCCC2)c1	2.8	-6	-22	3	120	6	-11	-1	-4	-8
O=C(Cc1ccccc1)N/N=C/c1ccc(S(=O)(=O)O)o1	-3.3	-2	16	0	.	-4	-9	6	0	6
O=C(CCc1ccc(S(=O)(=O)N2CCOCC2)cc1)N/N=C/c1cccc(O)c1	-2.0	-4	12	0	100	2	-5	0	-1	1
COc1ccc(-c2nc(CN(CC3CCC(=O)N3)C(C)C)c(C)o2)c(C)c1C (configuration not stated)	-1.5	5	8	6	100	-12	4	-1	1	-16

Looked up by structure from the entries so far:
SMILES	MOR-DOR ag	PKA-R1A activ	OPRM1-OPRD1 inv	HTR5A ag ctr	Pemphigus Ab inh	PKA-R2B act	Arrestin-AP2 inh	V-ATPase pHluor	DAGLB inh	HTR5A inv ctr
COCCCNC(=O)C1CCN(c2nc(C)cc(C)n2)CC1	-1.9	-1	10	4	106	0	-7	-1	-3	-7
O=C1c2cccc3cccc(c23)C(=O)N1CC1CCCO1 (configuration not stated)	-2.6	-3	14	3	102	2	14	0	-2	-8

Continuation:
SMILES	MOR-DOR ag	PKA-R1A activ	OPRM1-OPRD1 inv	HTR5A ag ctr	Pemphigus Ab inh	PKA-R2B act	Arrestin-AP2 inh	V-ATPase pHluor	DAGLB inh	HTR5A inv ctr
O=c1oc2ccccc2n1Cc1ccccc1Cl	0.1	-3	-1	0	106	-4	-17	6	-1	3
Cn1nc(C(=O)NNC(=O)c2ccc(Cl)cc2)ccc1=O	-4.4	4	23	2	100	-1	35	-7	-2	-5
NNC(=S)Nc1ccc(Cl)cc1	-0.3	4	2	-3	93	-9	-27	2	-4	7
CCNS(=O)(=O)c1ccc(NC(=O)c2cccnc2)cc1	4.1	-2	-23	3	109	2	9	-6	0	-51
Cc1ccc(S(=O)(=O)N(CC(=O)Nc2ccccc2C(=O)O)c2ccc(Cl)cc2)cc1	-1.3	3	6	1	99	3	-34	-3	13	-2
CCOC(=O)C(=O)N/N=C/c1cccc(Br)c1	-0.4	-14	2	2	106	6	7	-1	3	20
CC(=O)Nc1ccc(/C(C)=N/NC(=O)c2ccc(F)cc2)cc1	0.8	5	-4	2	129	11	6	0	2	-28
COC(=O)[C@@H]1CCCN1Cc1nc(Cc2ccc(OC)c(OC)c2)no1	-3.5	-7	18	-1	124	-9	10	-3	0	14
O=C(Nc1ncccc1Cl)c1cccc(F)c1	-0.6	-3	3	-1	97	10	7	-5	-2	10
Cc1ccc(OCCn2cc(/C=C(\C#N)C(=O)NCC3CCCO3)c3ccccc32)cc1 (configuration not stated)	0.4	-9	-2	1	102	-10	47	-1	-6	-2
CCc1ccc(NC(=O)CSc2nc3c(c(=O)n(C)c(=O)n3C)n2C)cc1	-3.1	2	15	-1	111	4	7	2	-1	3
O=C(NCCN1CCOCC1)c1ccc2ccccc2c1	-1.8	4	10	2	122	-10	6	-1	-1	-2
C[C@@H]1CN([C@H](C)CO)C(=O)c2cc(Br)cnc2O[C@@H]1CN(C)C(=O)c1ccccc1	.	1	.	.	.	2	.	1	0	.
COc1ccc(S(=O)(=O)NCc2cccnc2)cc1Br	-0.3	-2	1	-1	114	11	-12	6	1	3
CC(C)(C)OC(=O)N1CC=C2C(C#N)=C(N)C(C#N)(C#N)[C@H](c3cccnc3)[C@H]2C1	-2.9	-8	15	-2	102	3	6	1	-2	6
OCC1=C[C@@H](O)[C@@H]2C=CO[C@@H](O[C@@H]3O[C@H](CO)[C@@H](O)[C@H](O)[C@H]3O)[C@H]12	-1.8	2	9	-1	97	7	8	3	-4	4
CCCCCCSc1cc(-c2nc3ccc(Cl)cn3c2NC2CCCCC2)ccc1OC	-0.8	-6	4	0	107	2	-2	-3	0	-9
COc1ccccc1C(C)NC(=O)C1CCN(S(=O)(=O)c2cccs2)CC1 (configuration not stated)	-3.9	-4	15	1	111	5	1	-3	0	15
O=C(Nc1nc(-c2ccccc2)cs1)c1cccc(S(=O)(=O)N2CCN(Cc3ccccc3)CC2)c1	-2.9	-5	18	4	.	0	23	2	-5	-11
CC(C)CNC(=O)COC(=O)c1ccc(Cl)c(S(=O)(=O)N2CCc3ccccc32)c1	-0.7	0	3	2	101	4	34	0	0	-2
CCCOc1ccc(CC(=O)N/N=C\c2ccc(F)cc2)cc1	0.1	-5	-1	4	113	-4	13	9	-3	-11
Cc1ccc(/C=N/NC(=O)C(O)c2ccccc2)o1 (configuration not stated)	-1.0	-10	5	2	.	-8	8	1	1	-6
Cc1cc(C)c2cc(CN(Cc3ccco3)C(=S)NCC3CCCO3)c(=O)[nH]c2c1 (configuration not stated)	-1.1	1	5	3	102	-5	-13	-1	3	-13
c1ccc(Cc2nnc3sc(-c4ccc5c(c4)OCCO5)nn23)cc1	0.4	-15	-2	-3	100	-14	4	0	-1	9
COc1ccc(COc2ccsc2C(=O)Nc2ccc(Cl)cc2)cc1	-1.8	-3	10	2	103	5	-9	1	-7	-32
O=C(CCC1CCCC1)N1CCN(S(=O)(=O)Cc2ccccc2)CC1	-1.6	11	9	3	88	10	5	1	1	-5
O=C(Nc1ccc(Cc2ccncc2)cc1)c1ccco1	-2.4	5	13	-2	97	-3	-8	2	0	1
COc1ccc([C@H]2CC(=O)C=C(c3ccc4[nH]ccc4c3)C2)cc1OC	-0.9	-4	5	-3	93	-10	5	-2	1	-10
CCCCOC(=O)C1=C(C)NC2(O)c3ccccc3C(=O)C12O (configuration not stated)	-1.6	-6	9	5	101	-4	4	-5	-2	-17
CCN(CC)CCNC(C(=O)Nc1ccc([N+](=O)[O-])cc1Br)c1ccccc1 (configuration not stated)	-0.5	0	3	4	114	2	-3	8	0	-11
O=[N+]([O-])c1cnccc1NC1CCCCC1	-1.8	-4	10	0	93	-11	32	-3	-1	-1
Cc1cc2n(n1)C(c1sccc1C)Nc1c(C)cccc1-2 (configuration not stated)	-1.9	11	9	3	.	12	3	7	-5	-9
O=C(NN1C(=O)/C(=C/c2cccnc2)SC1=S)C(c1ccccc1)c1ccccc1	-0.1	-10	0	1	94	4	-1	-2	4	-36
CC1(c2ccc(OC(F)F)cc2)NC(=O)N(CC(=O)Nc2ccc(OC(F)F)cc2)C1=O (configuration not stated)	-0.7	-4	4	-6	115	1	7	0	0	16
CC(=O)Nc1ccc(NC(=O)CSc2nc3c([nH]c4ccccc43)c(=O)n2-c2ccccc2F)cc1	-4.7	-1	25	1	97	-5	-14	0	1	13
CC1C(=O)N2CCCc3cc(NC(=O)C(=O)NCCc4ccc(F)cc4)cc1c32 (configuration not stated)	-1.5	2	10	-4	101	7	11	1	0	10
CN(C)CCNc1nc(-c2ccco2)c2c(c1C#N)CC(C)(C)OC2	-2.3	-9	11	-2	97	3	-4	-2	-2	4
Cc1ccc(Nc2ccc(NCc3ccccc3)nn2)cc1C	-0.1	9	1	5	123	-5	1	5	-3	19
CCOC(=O)C1=C(C)C(c2ccccc2O)NC(=O)N1 (configuration not stated)	-1.8	1	9	6	100	5	6	1	-1	-16

High-throughput results from PubChem.
